JMJD2C inh: blocks human GASC-1 demethylase activity. hit rate 0.069% among 330,000. AID 2099. inhibition, % at 2.35 µM. GST-JMJD2C(1-420) H3K9me3 demethylation, DELFIA europium;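 active = more than half of a compound's replicate wells show inhibition beyond 50%, single wells judged on their own value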;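 note: signal counts dimethyl H3K9 product captured on neutravidin plate; 0% = median of DMSO wells and 100% = 0.3 times that DMSO median; strong numbers were not always called active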
Target sequence (Q9H3R0 1-420 limits assumed): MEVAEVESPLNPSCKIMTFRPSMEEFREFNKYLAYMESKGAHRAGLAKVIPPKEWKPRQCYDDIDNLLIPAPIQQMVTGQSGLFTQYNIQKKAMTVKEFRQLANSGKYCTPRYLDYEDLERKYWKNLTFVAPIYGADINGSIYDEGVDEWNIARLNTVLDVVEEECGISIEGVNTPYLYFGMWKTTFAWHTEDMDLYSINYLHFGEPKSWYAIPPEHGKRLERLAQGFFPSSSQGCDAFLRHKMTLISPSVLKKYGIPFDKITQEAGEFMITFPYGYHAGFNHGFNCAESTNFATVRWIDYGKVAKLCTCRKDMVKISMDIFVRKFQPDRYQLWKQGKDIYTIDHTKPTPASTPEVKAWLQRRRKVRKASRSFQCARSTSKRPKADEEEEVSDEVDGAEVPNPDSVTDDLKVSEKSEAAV
TPT1 inh: C. albicans TPT1 enzyme inhibition; inhibition, % at 5 µM; recombinant caTPT1, FP RNA substrate dephosphorylation; hit rate 0.81% among 300,000; AID 1962;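 active = inhibition above the mean of all tested compounds plus 3 SD, set per screening campaign, cut at about 24% in these data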;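 note: plate controls were DMSO alone for no effect and ferristatin control at 100 nM for full effect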
CTSL1 counter: counter-screen for PFM18AAP inhibitors: inhibitors of F. hepatica cathepsin L1; recombinant F. hepatica cathepsin L1, Z-Leu-Arg-MCA fluorescence; hit rate 0.49% among 300,000; inhibition, % at 5.96 µM;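 active = inhibition above the mean of all tested compounds plus 3 SD, set per screening campaign, cut at about 17% in these data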;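 note: 0% = plate median of test compound wells and 100% = 1 µM Z-Phe-Ala-diazomethylketone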
HCV core dimer: HCV core protein dimerization inhibition | TR-FRET GST/Flag-core106 dimerization, 1536-well | inhibition, % at 5 µM | hit rate 0.33% among 300,000;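 active = inhibition above the mean of all tested compounds plus 3 SD, set per screening campaign, cut at about 45% in these data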
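Assay system: Tagged HCV core106 pair (GST and Flag) | Buffer or medium: KF-containing HEPES buffer, pH 7.45, DTT, CHAPS, BSA | Also added: Eu donor and XL665 acceptor anti-tag antibodies | Dosing: One concentration, 5 µM, in 0.5% DMSO | Timing: 4 h at 22.5 °C | Technique: TR-FRET 671 and 617 nm emission | Repeats: Singlicate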
Efflux pump inh: blocks antifungal efflux pumps in multiplex yeast assay. S. cerevisiae Candida pump triplex, Nile Red efflux. inhibition, % at 10 µM. hit rate 0.44% among 330,000;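 active = plate passing quality check with inhibition over a set limit, or well fluorescence over plate mean plus 4 SD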;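 note: Nile Red retained in pooled yeast measured as flow cytometry median fluorescence; 0% = buffer negative control and 100% = Enniatin B positive control; higher means more Nile Red kept so more efflux inhibition; some compounds called inactive have numbers as strong as hits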
PP5 primary: blocks human protein phosphatase 5 activity; hit rate 0.18% among 320,000; inhibition, % at 6.7 µM; purified PP5c, OMFP substrate fluorescence;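 active = inhibition above the campaign's mean inhibition across all tested compounds plus 3 SD, cut at about 9.5% in these data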;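 note: 0% = DMSO only and 100% = 100 µM cantharidin control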
Target sequence (P53041 whole entry, looked up): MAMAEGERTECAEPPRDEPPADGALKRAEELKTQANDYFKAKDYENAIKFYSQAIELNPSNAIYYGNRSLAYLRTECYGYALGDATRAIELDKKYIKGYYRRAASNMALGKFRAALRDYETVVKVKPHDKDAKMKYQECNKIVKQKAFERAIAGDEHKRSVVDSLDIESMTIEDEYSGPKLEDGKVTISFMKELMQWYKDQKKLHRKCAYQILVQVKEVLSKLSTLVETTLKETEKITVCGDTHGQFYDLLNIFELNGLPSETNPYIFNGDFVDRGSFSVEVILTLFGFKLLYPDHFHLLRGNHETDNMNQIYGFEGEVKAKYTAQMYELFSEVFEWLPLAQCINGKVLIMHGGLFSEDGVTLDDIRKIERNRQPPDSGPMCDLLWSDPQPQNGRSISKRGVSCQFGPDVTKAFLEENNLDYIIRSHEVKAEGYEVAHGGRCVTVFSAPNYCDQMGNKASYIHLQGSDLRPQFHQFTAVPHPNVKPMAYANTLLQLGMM
PREPL inhibitor: inhibits the human prolyl oligopeptidase-like enzyme | Q4J6C6 | recombinant PREPL, fluorescence polarization activity-based probe | inhibition, % at 5.96 µM | hit rate 0.68% among 320,000; in the data active = inhibition above about 43%;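 note: 0% = enzyme with DMSO and 100% = wells lacking enzyme; many of its hits are not listed in these tables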
LYPLA2 counter: blocks human lysophospholipase 2, a PME1 counter-screen; AID 2177; O95372; hit rate 0.38% among 320,000; inhibition, % at 5.9 µM; recombinant LYPLA2, FP-Rh probe fluorescence polarization;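 active = inhibition above the screen-wide mean plus 3 SD, limit set per campaign, cut at about 26% in these data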;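 note: 0% = LYPLA2 with DMSO and 100% = wells lacking LYPLA2 enzyme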
PP1 counter: blocks human PP1-alpha phosphatase, a PP5 counter-screen; inhibition, % at 6.7 µM; P62136; hit rate 0.9% among 320,000; purified PP1alpha, OMFP fluorescence;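 active = inhibition above the mean inhibition of all tested compounds plus 3 SD, computed separately for each screening campaign, cut at about 15% in these data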
Starred values were filed as active, the others as inactive; / = not tested or not shown; & = joins results of further samples.

SMILES	JMJD2C inh	TPT1 inh	CTSL1 counter	HCV core dimer	Efflux pump inh	PP5 primary	PREPL inhibitor	LYPLA2 counter	PP1 counter
O=C(NNC(=O)c1cccc(S(=O)(=O)N2CCN(c3ccccc3)CC2)c1)c1ccc(Cl)cc1	11	-1	3	4	0.1	-1.3	-2	-12	-1
Cc1ccc(NC(=O)Cn2nnc(C(=O)NCc3ccco3)c2N)c(C)c1	-1	0	9	-13	-0.1	-6.5	12	-8	-6
Cc1c(OC(C)C(=O)NCCN2CCOCC2)ccc2c3c(c(=O)oc12)CCC3 (stereo not given)	5	-1	6	-8	-0.2	-1.4	25	2	-4
O=C(/C=C/NCC(=O)c1ccccc1)c1ccc(Br)cc1	2	5	3	10	-0.1	0.7	2	0	2
Cc1ccccc1NC(=S)N(CCN(C)C)C(C)c1cccnc1 (stereo not given)	-8	0	1	-2	0.0	0.7	8	1	-2
O=C(c1cnn2ccccc12)N(Cc1ccco1)C1CCCC1	1	-2	47*	-1	-0.1	-0.1	6	7	-1
COc1ccc(CN2CCc3ccccc3C2)c(OC)c1	3	-1	2	2	-0.1	0.3	16	7	4
COc1cccc(C2CC(c3cccs3)=NN2C(=O)c2ccco2)c1O (stereo not given)	3	-2	2	-4	0.1	1.0	-1	0	6
COc1ccc2nc(C)cc(N3CC(C)OC(C)C3)c2c1 (stereo not given)	12	-3	1	0	-0.1	-0.7	-3	0	-2
COc1ccc([C@H]2[C@H](C(C)=O)N3N=Cc4ccccc4C3C23C(=O)OC(C)(C)OC3=O)cc1 (stereo not given in full)	-24	1	-3	3	-0.1	1.4	14	-1	3
O=C(NC(C(=O)c1ccccc1)N1CCOCC1)c1cccs1 (stereo not given)	9	2	6	-2	0.0	-0.3	10	-3	-2
O=C(NCCc1ccccc1)C1CCC(CNS(=O)(=O)c2ccc(F)cc2)CC1 (stereo not given)	12	-1	2	12	-0.2	2.3	5	12	-1
CC(c1ccc(O)cc1)(c1ccc(O)cc1)c1ccc(CCBr)cc1	5	-2	4	8	0.1	0.6	-25	-6	1
COc1cccc(-c2noc(CCC(=O)NCCc3ccccc3)n2)c1	1	-2	2	0	-0.1	0.9	-18	0	-3
CC(C)Cn1c2c(c(O)c(C(=O)Nc3nc4ccccc4s3)c1=O)CCCC2	5	3	4	-1	0.3	2.9	7	-3	-8
Nc1nnc(CC(=O)N/N=C/c2ccc(-c3ccc(Cl)cc3Cl)o2)s1	-1	-2	-1	15	0.0	-2.1	-9	-6	6
O=C(NC1CCC(CC2CCC(NC(=O)C(Cl)Cl)CC2)CC1)C(Cl)Cl (stereo not given)	-8	3	-1	40	-0.1	-0.7	-1	0	12
O=C(CN1CCc2ccccc2C1)Nc1ccc(Br)cc1	-1	-3	-1	-9	-0.1	1.3	-5	6	1
COc1ccc(OC)c(C2=Nn3c(nnc3C3CCCCC3)SC2)c1	5	-2	-1	11	0.2	0.5	8	-3	1
CCOC(=O)CSc1nc2cc(OCC)ccc2cc1C#N	10	7	4	12	-0.2	4.7	11	0	12

Three entries from above, ordered by heavy-atom count, ascending:
SMILES	JMJD2C inh	TPT1 inh	CTSL1 counter	HCV core dimer	Efflux pump inh	PP5 primary	PREPL inhibitor	LYPLA2 counter	PP1 counter
COc1ccc(CN2CCc3ccccc3C2)c(OC)c1	3	-1	2	2	-0.1	0.3	16	7	4
CCOC(=O)CSc1nc2cc(OCC)ccc2cc1C#N	10	7	4	12	-0.2	4.7	11	0	12
CC(c1ccc(O)cc1)(c1ccc(O)cc1)c1ccc(CCBr)cc1	5	-2	4	8	0.1	0.6	-25	-6	1

Next part.
SMILES	JMJD2C inh	TPT1 inh	CTSL1 counter	HCV core dimer	Efflux pump inh	PP5 primary	PREPL inhibitor	LYPLA2 counter	PP1 counter
O=C(O)C(S)C(S)C(=O)O (stereo not given)	-15	4	-3	-42	-0.1	-2.2	-2	5	6
COc1ccccc1C(=O)C(O)c1ccccc1OC (stereo not given)	-54	2	-4	0	0.0	4.6	-13	-4	1
CC1CCCCN1CC(=O)Nc1ccc(Oc2ccccc2)cc1 (stereo not given)	79	-5	-2	0	-0.3	0.7	-15	2	-2
O=c1cc(C(F)(F)F)nc(SCc2cccnc2)[nH]1	1	-4	-1	-15	-0.6	1.1	8	1	2
O=C(CCCSc1nc2ccccc2s1)NCc1ccco1	23	-4	-11	1	0.0	-2.7	-1	0	0
C#CCNC(=O)C1=C[C@H](C2CC2)C[C@H](OCCCCO)O1	12	0	0	12	0.0	-2.3	-5	2	-1
COc1cccc(CNS(=O)(=O)c2c(C(=O)N3CCCCC3)c(C)n(C)c2C)c1	2	0	-4	-13	0.0	2.4	-2	-3	2
Cc1ccc(N(C(=O)Nc2ccccc2)C2=NCC(C)S2)cc1 (stereo not given)	-10&5	-1	-5	-2	-0.2	-0.6	-3	0	0
COc1ccccc1CNC(=O)c1ccc(NS(=O)(=O)c2cccs2)cc1	-13	2	1	0	-0.2	3.4	5	-3	2
NS(=O)(=O)c1cc2c(cc1Cl)NC(c1ccccc1OCC(=O)O)NS2(=O)=O (stereo not given)	18	-5	-44	2	0.0	4.5	4	7	-1
CC(=O)NNC(=O)c1[nH]c2ccc(Cl)cc2c1-c1ccccc1	-9	-3	-5	-3	-0.1	0.6	15	3	-2
CN(C(=O)c1ccc(NC(=O)c2ccco2)cc1)c1ccccc1	4	-1	2	-5	0.2	0.4	-7	3	-6
O=C(NCCc1ccc(Cl)cc1)C1CCCN(c2ncnc3c2nc2n3CCCCC2)C1 (stereo not given)	199	0	4	-25	0.0	1.8	1	-2	-6
Cc1ccccc1C(=O)Nc1ccc(N2CCCC2)cc1	-15	2	10	-14	0.1	1.0	30	-1	0
C[C@H](NC(=O)c1[nH]cnc1C(=O)Nc1ccc(Cl)cc1)c1ccccc1	8	/	/	/	-0.3	2.9	-12	-54	0
O=C(COC(=O)CCCSc1nc2ccccc2[nH]1)NC(=O)NC1CCCC1	-1	-1	-4	-1	-0.3	-2.3	-2	3	0
Fc1cccc(NC(=S)NCCN2CCOCC2)c1	-1	-2	-5	-7	-0.6	0.9	0	0	-3
CC1CC(C)(C)N(C(=O)CN2CCN(C)CC2)c2ccccc21 (stereo not given)	2	1	-3	-15	0.3	5.2	0	1	-5
COc1ccc(N2CCCn3c2nc2c3c(=O)n(Cc3ccc(C)cc3)c(=O)n2C)c(OC)c1	-1	1	0	1	0.3	2.7	24	2	0
Cc1ccnc(NC(=O)c2ccc(C(=O)c3ccccc3)cc2)c1	5	-2	1	-1	0.0	0.9	-6	1	0
COc1ccc(N(CC(=O)NC2CCCC2)C(=O)CS(=O)CC(=O)Nc2ccc3c(c2)OCO3)cc1 (stereo not given)	-9	-2	-2	-5	0.0	0.8	8	-4	0
Cc1c(C(=O)N2CCCC2)c(S(=O)(=O)N2CCN(c3ccccc3F)CC2)c(C)n1C	-1	3	-1	6	0.0	1.8	12	-6	2
Cc1nc(-c2coc3cc(OCC(=O)O)ccc3c2=O)cs1	-2	-2	-3	-2	0.6	3.8	2	7	-4
O=[N+]([O-])c1cccc(/C=N/NC2CCS(=O)(=O)C2)c1 (stereo not given)	21	1	-1	-14	0.1	2.8	17	7	-3
COc1cc(S(=O)(=O)N(Cc2cccnc2)Cc2ccco2)ccc1-n1cnnn1	16	1	-2	0	0.0	3.6	5	0	-1
CC(C)NC(=O)Nc1cccc(Cl)c1	-4	0	-2	-2	0.1	0.9	5	5	-3
CCN1CCN(CCNC(=O)CCCn2nc(C)c3c(C)n(-c4ccc(C)cc4)nc3c2=O)CC1	-2	-2	-1	3	0.0	0.0	22	2	11
NCCCC[C@H]1NC(=O)[C@H](CCC(=O)O)NC(=O)c2cc([N+](=O)[O-])cc(I)c2OCC[C@@H](C(N)=O)NC1=O	10	4	1	3	0.0	1.0	-3	-4	5
CC(C)c1cc(-c2cc(-c3ccc(Cl)cc3)on2)nc(NCC2CC2)n1	-32	-3	-5	1	-0.1	0.5	-2	-10	4
Cn1cccc1C(=O)NCCc1ccccc1	3	0	-2	7	-0.2	2.5	-4	-9	-4
O=C(CC1C(=O)NCCN1Cc1ccccc1C(F)(F)F)NCCc1ccccn1 (stereo not given)	-11	-8	-2	6	0.0	1.4	4	-1	-7
Cc1cccc(CN2C(=O)c3ccccc3S(=O)(=O)c3ccc(C(=O)NCCCN4CCCC4)cc32)c1	-1	-1	0	2	0.0	1.3	7	-2	-2
C#CCN1c2ccccc2Sc2cccnc21	89	-77	6	1	-0.1	-2.1	8	23	-4
O=C(Cn1sc2ccccc2c1=O)NC12CC3CC(CC(C3)C1)C2	21	0	-2	-9	0.6	3.2	9	0	-2
COc1ccc(NC(=O)COC(=O)c2c3c(nc4ccccc24)CCCC3)cc1Cl	4	-5	1	12	-0.2	3.3	-3	-56	3
O=C(c1ccc(F)cc1)N1CCN(c2ccc([N+](=O)[O-])c(N3CCOCC3)c2)CC1	0	-2	-1	-3	0.0	0.0	1	-6	-1
Cc1ccc(NC(=O)CSc2ncn[nH]2)cc1	2	-3	-3	0	0.0	1.5	-2	-2	3
CC(=O)C1=C(O)C(=O)N(c2cc(C(C)(C)C)on2)C1c1ccc(C(C)C)cc1 (stereo not given)	7	-1	4	10	0.3	1.7	7	-6	8
N#Cc1cc2cc3c(cc2nc1N1CCOCC1)OCO3	6	-7	-1	-9	0.0	2.1	4	6	-4
Cc1nc2c(C(F)(F)F)cccc2c2c1CCS2	-1	4	1	10	-0.2	-1.9	-4	3	-4
CCOCC(=O)Nc1ccc(-c2cn3cccnc3n2)cc1	-6	1	1	0	-0.3	3.2	3	5	-2
CCCN(CC1COc2ccccc2O1)C(=S)Nc1ccc(C)cc1 (stereo not given)	-6	-1	0	-1	-0.5	3.6	4	5	0
Cc1ccc(S(=O)(=O)N/N=C/c2ccc(OCC(=O)Nc3ccccc3Cl)cc2)cc1	-2	1	3	13	-0.7	1.3	-12	2	1
O=C(/C=C/c1ccc2c(c1)OCO2)Nc1nc2ccc(F)cc2s1	4	1	-3	25	0.0	-1.0	-1	-1	0
Cc1nc2sc(C(c3ccco3)N3CCN(c4ccccc4)CC3)c(O)n2n1 (stereo not given)	-13	0	1	5	0.3	0.1	13	0	0
CC(=O)Oc1ccc(/C=C/c2nc3ccccc3c(=O)o2)cc1	-3	2	-8	3	0.0	4.1	-2	3	-2
CCN(CC)C(=O)CSc1nc(C)cc(C)c1C#N	3	0	0	9	0.0	0.4	-2	-3	-1
COc1cccc(NC(=O)C2CC(=O)N/C(=N/NC(=O)c3ccc(C)cc3)S2)c1 (stereo not given)	3	-2	-1	1	0.0	-1.7	-4	-5	-1
Nc1sc(-c2ccccc2)c(Cc2ccccc2)c1C(=O)O	3	6	1	2	-0.1	2.0	2	1	2
COc1ccc(S(=O)(=O)N2CCCC(C(=O)NCc3ccncc3)C2)cc1 (stereo not given)	-1	-2	-4	-9	0.0	2.0	4	3	-2
CC1CN(/C(=N\S(=O)(=O)c2ccccc2)c2ccccc2)CC(C)O1 (stereo not given)	-9	-2	-2	-4	-0.1	2.5	-9	3	0
Cn1nc(-c2ccc(N3CCN(CCO)CC3)c([N+](=O)[O-])c2)c2ccccc2c1=O	-5	-1	0	-8	0.0	-0.1	3	9	2
O=C(NCCN1C(=O)S/C(=C/c2cccnc2)C1=O)C1CC(=O)N(Cc2ccccc2)C1 (stereo not given)	16	-4	1	8	0.2	-5.9	5	-10	0

These rows are one share of the data (hit frequency here may not be typical).
